GPR151 activ – activates the human receptor GPR151; activation, % at 11.2 µM; AID 1508602; actives 1% (n = 650,000); PathHunter beta-arrestin GPR151 cells, luminescence; in the data active means activation above about 4.9%;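 further: 0% = median of compound wells and 100% = cells with positive control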
Target sequence (Q8TDV0 whole entry, looked up): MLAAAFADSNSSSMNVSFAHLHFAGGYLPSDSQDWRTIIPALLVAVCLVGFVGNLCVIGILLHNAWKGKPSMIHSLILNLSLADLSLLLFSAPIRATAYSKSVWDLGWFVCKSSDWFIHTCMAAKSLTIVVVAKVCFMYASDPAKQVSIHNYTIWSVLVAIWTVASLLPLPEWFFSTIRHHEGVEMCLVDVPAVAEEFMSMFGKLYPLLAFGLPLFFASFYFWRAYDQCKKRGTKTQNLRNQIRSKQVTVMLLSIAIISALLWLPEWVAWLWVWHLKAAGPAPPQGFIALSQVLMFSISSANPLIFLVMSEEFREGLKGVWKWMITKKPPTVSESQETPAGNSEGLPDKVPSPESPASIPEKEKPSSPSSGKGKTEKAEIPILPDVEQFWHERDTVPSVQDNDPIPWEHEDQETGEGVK
TEAD-YAP inh – TEAD-YAP interaction inhibition; HEK-TIYL cells, TEAD-Gal4/YAP UAS-luciferase luminescence; inhibition, % at 9.12 µM; actives 1.4% (n = 640,000); AID 1259422; in the data active means inhibition above about 32%;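 further: 0% = median of test compound wells and 100% = reference inhibitor wells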
MITF inh – inhibitors of human MITF | O75030 | AlphaScreen MITF homodimerization, bead proximity signal | inhibition, % at 2.6 µM | actives 0.91% (n = 650,000); in the data active means inhibition above about 50%;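 further: 0% = vehicle wells with protein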
Target sequence (O75030 whole entry, looked up): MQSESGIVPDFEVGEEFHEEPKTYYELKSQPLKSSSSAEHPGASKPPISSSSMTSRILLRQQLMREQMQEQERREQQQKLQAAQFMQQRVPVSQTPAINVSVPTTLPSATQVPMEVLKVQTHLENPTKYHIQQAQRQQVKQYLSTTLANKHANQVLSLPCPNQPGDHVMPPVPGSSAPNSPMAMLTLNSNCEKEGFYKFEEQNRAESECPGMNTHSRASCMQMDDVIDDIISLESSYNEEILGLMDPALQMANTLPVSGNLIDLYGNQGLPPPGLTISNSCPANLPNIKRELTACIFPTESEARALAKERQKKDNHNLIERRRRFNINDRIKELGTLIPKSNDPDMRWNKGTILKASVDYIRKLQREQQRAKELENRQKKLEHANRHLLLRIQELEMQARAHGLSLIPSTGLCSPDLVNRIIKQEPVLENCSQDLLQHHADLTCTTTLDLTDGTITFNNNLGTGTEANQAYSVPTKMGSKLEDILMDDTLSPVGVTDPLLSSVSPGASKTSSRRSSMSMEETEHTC
FBW7 activator – human FBW7 E3 ligase activation, primary screen; Q969H0; AlphaScreen FBW7–phospho-cyclin E peptide binding, activator screen; normalized activity (activation), % at 26.1 µM; actives 0.13% (n = 650,000); AID 1259310; in the data active means normalized activity above about 1.9%;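 further: purified mutant Fbw7 with reduced substrate affinity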
An asterisk follows results filed as active; nt = no result given.

SMILES | GPR151 activ | TEAD-YAP inh | MITF inh | FBW7 activator
Cc1ccc(-c2cc(C(=O)Nc3nn[nH]n3)c3ccccc3n2)o1 | 1.0 | 4 | 18 | -0.2
CCOc1ccc(-n2c(=S)sc3c(=O)n(-c4ccc(C)cc4)c(SCc4ccccc4Cl)nc32)cc1 | 0.9 | 0 | -11 | 0.1
Oc1oc(-c2ccccc2F)nc1C=Nc1ccccc1I | 0.9 | -16 | -4 | 0.0
O=C(CNC(=S)NC(=O)c1ccco1)c1ccccc1 | -0.9 | -19 | 21 | -0.1
O=C(O)Cc1n[nH]c(=O)[nH]c1=O | -0.1 | 3 | 4 | -0.1
Cc1ccc(-c2csc(NC(=O)CN3CCCCC3)n2)cc1 | -1.2 | -8 | -2 | -0.1
C=CCNC(=O)c1c(N)n(-c2ccc(F)c(F)c2F)c2nc3ccccc3nc12 | -1.1 | 0 | 4 | 0.5
Ic1ccc(Nc2ncnc3c2cnn3-c2ccccc2)cc1 | 1.4 | 1 | 12 | -0.1
CC(=O)Nc1ccc(NC(=O)c2cccc(-c3cccc(N)c3)n2)cc1 | -0.1 | 3 | -7 | -0.1
CCOc1cc(-c2cccs2)cc(=O)c2c(C)oc(C)c12 | 2.1 | 12 | 11 | 0.1
COCCn1nnnc1CN(Cc1ccco1)Cc1cc2cc(C)ccc2[nH]c1=O | -0.7 | -2 | 8 | 0.0
CCN(CCCn1c(SCC(=O)Nc2ccc(N(C)C)cc2)nc2ccccc2c1=O)c1ccccc1 | -1.6 | 5 | 2 | 0.0
Cc1ccc(C(C)C)cc1OCC(=O)N/N=C/c1cc([N+](=O)[O-])cc([N+](=O)[O-])c1O | 0.2 | 10 | 13 | 0.3
O=C(CN1C(=O)N/C(=C\c2ccc(Cl)cc2)C1=O)Nc1ccccc1C(F)(F)F | -2.6 | 4 | -1 | -0.1
O=C(Nc1ccc2oc(-c3cccc4ccccc34)nc2c1)c1cc(Br)ccc1I | -1.4 | 1 | 1 | 1.1

Grouped by structure, those above with fluorine
SMILES | GPR151 activ | TEAD-YAP inh | MITF inh | FBW7 activator
Oc1oc(-c2ccccc2F)nc1C=Nc1ccccc1I | 0.9 | -16 | -4 | 0.0
C=CCNC(=O)c1c(N)n(-c2ccc(F)c(F)c2F)c2nc3ccccc3nc12 | -1.1 | 0 | 4 | 0.5
O=C(CN1C(=O)N/C(=C\c2ccc(Cl)cc2)C1=O)Nc1ccccc1C(F)(F)F | -2.6 | 4 | -1 | -0.1

Further entries:
SMILES | GPR151 activ | TEAD-YAP inh | MITF inh | FBW7 activator
Cc1nnc(SCCn2c(Br)nc3c2c(=O)[nH]c(=O)n3C)s1 | 1.4 | 1 | 11 | 0.0
c1ccc(-n2ncc3c(N4CCN(C5c6ccccc6-c6ccccc65)CC4)ncnc32)cc1 | -0.6 | 0 | 6 | 0.3
NC(=O)NC(CC(=O)O)c1cccc(Oc2ccccc2)c1 (stereo unspecified) | 0.4 | -4 | -1 | 0.1
CC(=O)N1CCN(c2nc3ccc([N+](=O)[O-])cc3s2)CC1 | 0.4 | -30 | -6 | 0.0
CCC(=O)N1c2ccccc2-c2nnc(SC)nc2OC1c1ccc(Cl)cc1 (stereo unspecified) | 0.0 | 2 | 10 | 0.0
COc1cc(N)c(Cl)cc1C(=O)OCC(=O)NC(N)=O | -1.5 | 5 | -6 | 0.0
COc1ccc(Cl)cc1NC(=O)CN1C(=O)CC(c2ccco2)Sc2ccccc21 (stereo unspecified) | -1.2 | 45* | -3 | 0.0
CC(C)(CO)NS(=O)(=O)c1ccccc1[N+](=O)[O-] | -0.9 | -7 | 4 | 0.5
O=C(O)CC1c2ccccc2CCN1S(=O)(=O)c1cccs1 (stereo unspecified) | -0.4 | -4 | -1 | -0.1
COc1cc(/C=C2\N=C(c3c(-c4ccccc4)noc3C)OC2=O)cc(I)c1OC(C)=O | 0.4 | -8 | -16 | 0.1
C=CCOC(=O)/C(=C\c1ccccc1)NC(=O)c1ccccc1OC | -2.1 | -10 | -6 | 0.0
CCc1csc2ncc(C(=O)N3CC(C)CC(C)C3)c(=O)n12 (stereo unspecified) | 0.0 | 11 | -4 | -0.2
CCCOc1ccc(C2C(C(=O)OCCc3ccccc3)=C(C)NC3=C2C(=O)CC(c2ccc(Cl)cc2)C3)cc1OC (stereo unspecified) | 1.4 | 15 | 15 | 0.0
Cc1cccc(C(=O)N2CCC(C3(CCC(C)C)NC(=O)N(CCN(C)C)C3=O)CC2)c1 (stereo unspecified) | 2.6 | -3 | 2 | -0.1
Cc1ccc(N2C(=O)CS/C2=C(/C#N)C(=O)NCC2CCCO2)cc1 (stereo unspecified) | -0.5 | -2 | 20 | 0.1
Cc1cccc(-n2c(N)cc(=O)nc2SCC(=O)Nc2ccc(F)cc2)c1C | -2.2 | -8 | -3 | -0.2
CCNC(=O)CCn1nc(-c2ccc(Cl)cc2)c2ccccc2c1=O | 0.0 | 5 | 15 | 0.1
COc1ccc(NC(=O)CCCCCn2c(SCC(=O)Nc3ccccc3C(F)(F)F)nc3ccsc3c2=O)cc1 | 1.2 | -3 | 14 | 0.1
COc1ccccc1CNC(=O)c1ccc(C)cc1 | 0.4 | 0 | 7 | 0.1
O=C(O)[C@H]1CN[C@H](C(=O)O)C1 | 0.4 | nt | 10 | 0.0
COC(=O)C1(CCSC)NC(c2ccc(O)cc2)C2C(=O)N(C)C(=O)C21 (stereo unspecified) | 1.8 | 2 | 27 | -0.3
CCOc1ccc(N=c2scc(-c3ccc(S(=O)(=O)N4CCOCC4)cc3)n2CCO)cc1 | 0.0 | 3 | 10 | -0.1
COc1cccc(-n2c(SCC(=O)NC3CCCC3)nc3n[nH]c(C)c3c2=N)c1 | 0.0 | 5 | 4 | 0.0
O=C(c1ccc2c(c1)OCO2)N1CC(=O)N(CCc2ccccc2)C(=O)C1 | 0.1 | 3 | -1 | -0.1
Cc1cncc2c(S(=O)(=O)N3CC[C@H](NC(=O)OC(C)(C)C)C3)cccc12 | -0.6 | 4 | 2 | 0.1
O=C(CSc1ncnc2c1sc1ccccc12)Nc1ccc(Br)cc1 | 1.4 | -5 | 3 | 0.1
COC(=O)CCS(=O)(=O)c1ccc(C)c(C)c1 | 1.3 | 11 | -8 | -0.1
CN(Cc1ccccc1)C(=O)c1nc2ccccn2c1CN1CCCC(O)C1 (stereo unspecified) | 0.7 | 13 | 0 | 0.2
COc1ccc(Br)c(C(=O)N/C(=C/c2cccc([N+](=O)[O-])c2)C(=O)Nc2ccc(F)c(Cl)c2)c1 | -0.5 | -1 | -6 | 0.0
Cc1nc(NC2=NCN(Cc3ccccc3)CN2)nc2c(C)cccc12 | 1.0 | -2 | -15 | 0.7

Three compounds already listed, ordered by count of non-hydrogen atoms, low to high:
SMILES | GPR151 activ | TEAD-YAP inh | MITF inh | FBW7 activator
Cc1nc(NC2=NCN(Cc3ccccc3)CN2)nc2c(C)cccc12 | 1.0 | -2 | -15 | 0.7
CN(Cc1ccccc1)C(=O)c1nc2ccccn2c1CN1CCCC(O)C1 (stereo unspecified) | 0.7 | 13 | 0 | 0.2
COc1ccc(Br)c(C(=O)N/C(=C/c2cccc([N+](=O)[O-])c2)C(=O)Nc2ccc(F)c(Cl)c2)c1 | -0.5 | -1 | -6 | 0.0

Other entries follow:
SMILES | GPR151 activ | TEAD-YAP inh | MITF inh | FBW7 activator
CCOC(=O)c1c(-c2ccccc2)oc2c1cc(OC(=O)c1ccc(S(=O)(=O)N(C)C)cc1)c1ccccc12 | 0.3 | 3 | -18 | 0.1
Cn1c2ccccc2c2c(C(=O)N3CCCCCC3)cn(C3CCCC3)c(=O)c21 | 1.0 | -6 | 16 | 0.3
CCN(CC)S(=O)(=O)c1ccc(-c2nc(C#N)c(N(C)Cc3ccccc3)o2)cc1 | 0.0 | 7 | 8 | 0.1
Cc1cc(SCC(=O)Nc2ccc(Br)cc2)nc(=O)[nH]1 | -0.6 | 16 | 5 | 0.1
CN(Cc1ccccc1)S(=O)(=O)c1ccc(O)c(C(=O)O)c1 | 1.6 | 9 | 11 | 0.1
O=C(CCc1ccccc1)Nc1nc(-c2ccc(Cl)c(Cl)c2)cs1 | -0.2 | 10 | 14 | 0.1
COC(=O)C1=C(C)N(C(C)c2ccccc2)C(=O)/C1=C\c1ccc(F)cc1 (stereo unspecified) | 0.0 | 7 | 5 | 0.0
COc1ccc(NC(=O)C2C3C=CC4(O3)C2C(=O)N(C2CCCC(C)C2C)C4C(=O)NC2CCCC(C)C2C)cc1 (stereo unspecified) | -0.6 | 8 | 6 | 0.1
COc1ccc(C(=O)NCc2cc(C(C)(C)C)n[nH]2)cc1OC1CCN(C(C)=O)CC1 | -0.5 | 2 | -11 | -0.1
CCOc1ccc2nc(N3CCCC3C(=O)NCc3ccc(C)o3)nc(C)c2c1 (stereo unspecified) | 0.5 | -16 | -9 | 0.1
C#CCOc1ccc(C=C2C(=O)N(C)C(=S)N(C)C2=O)cc1OC | -1.2 | 2 | 8 | -0.7
c1ccc(-c2noc(CSc3nc(-c4ccccc4)c(-c4ccccc4)[nH]3)n2)cc1 | 2.1 | 2 | -3 | -0.2
CCc1ccc(OCC(O)Cn2c(N3CCOCC3)nc3c2c(=O)[nH]c(=O)n3C)cc1 (stereo unspecified) | 0.7 | -2 | -10 | -0.1
N/C(=N\OC(=O)CCCOc1ccc(Cl)cc1Cl)c1nonc1N | -0.2 | -7 | 3 | 5.0*
O=C(Nc1cc(Cl)cc(Cl)c1)c1ccc(F)c(S(=O)(=O)NC2CCCCC2)c1 | 1.3 | -6 | 5 | 0.1
CC1(C)CC(=O)C=C(NNC(=O)c2ccc(O)cc2)C1 | 0.3 | 4 | -16 | 0.0
CC(C)N1CCC(=NNc2ccc(C(=O)O)cc2)CC1 | -0.1 | -53 | 10 | 0.3
Cc1ccccc1-n1nc([N+](=O)[O-])c(=Nc2ccc(F)cc2)n1O | -0.2 | -39 | 3 | -0.2
CC(=O)c1cccc(NC(=O)Cn2cncc(C)c2=O)c1 | -2.0 | -2 | 18 | 0.5
O=C(Nc1cc([N+](=O)[O-])ccc1O)c1ccc(F)cc1 | -6.6 | -43 | -6 | 0.0
O=C(c1cccnc1)N1CCN(Cc2ccccc2[N+](=O)[O-])CC1 | -1.0 | 5 | 82* | -0.2
CCn1nc(C)cc1C(=O)N1CCCC(N2CCN(c3ccccc3)CC2)C1 (stereo unspecified) | 0.4 | 0 | -6 | 0.0
Cc1ccc(C)c(NS(=O)(=O)c2cnc[nH]2)c1 | -0.2 | -2 | 9 | 0.0
CC(C)[C@H](NC(N)=O)C(=O)Nc1ccc(F)c([N+](=O)[O-])c1 | 2.6 | -4 | -1 | -0.1
CCOC(=O)C(NC(=O)COc1ccccc1)(Nc1sc2c(c1C#N)CCCC2)C(F)(F)F (stereo unspecified) | 1.1 | -6 | 11 | -0.1
O=C(Nc1c(O)c2ccccc2oc1=O)c1ccc(Cl)c(Cl)c1 | -0.9 | -8 | -13 | 0.1
CCOC(=O)c1c(C)oc2c1cc(NS(=O)(=O)c1ccc(C)cc1C)c1ccccc12 | 0.2 | 0 | -5 | -0.1
Clc1cccc(C2C=C(c3ccccc3)Nc3nnnn32)c1 (stereo unspecified) | -1.1 | 10 | 22 | 0.8
Cc1ccc(C2/C(=C(/O)c3ccc(Cl)cc3)C(=O)C(=O)N2CCN(C)C)cc1 (stereo unspecified) | 0.3 | 0 | -19 | 0.1
O=C(Nc1nc(-c2nc3ccccc3s2)cs1)c1ccc(S(=O)(=O)N2CCCc3ccccc32)cc1 | 0.1 | -20 | 1 | 0.1
Cc1nnc(NC(=O)c2sc3ncn(CC(=O)N4CCCC4)c(=O)c3c2C)s1 | 0.2 | -4 | 3 | -0.1
O=C(O)c1ccc2c(c1)[C@@H]1C=CC[C@@H]1[C@H](c1ccncc1)N2 | 1.6 | -1 | 4 | -1.1
CCN(CC)S(=O)(=O)c1ccc(OC)c(NC(=O)Nc2ccc(Cl)c(Cl)c2)c1 | 0.5 | 8 | 4 | 0.1
CC(C)(C)C1(C)OC(O)(C(F)(F)C(F)F)CC1=O (stereo unspecified) | -1.2 | -11 | 8 | 0.0
O=S1(=O)CCC(NC(c2ccccc2)C(Cl)(Cl)Cl)C1 (stereo unspecified) | -1.1 | -4 | 25 | 0.9
CC(C)N(C(=O)C(=O)c1c[nH]c2ccccc12)C(C)C | 1.0 | 6 | -48 | 0.2
NC1=NC(=O)/C(=C/c2cccc(OC(=O)c3cccc(F)c3)c2)S1 | 0.3 | -1 | 5 | -0.1
Cc1noc(C)c1-c1nc(NCCN2CCOCC2)c2[nH]cnc2n1 | 0.5 | 4 | 6 | 0.4
Cc1ccc(NC(=O)Nc2ccc(C)cn2)cc1 | 0.1 | -56 | 16 | 0.1
O=C(CCC(=O)N1CCOc2ccccc21)Nc1ccccc1Br | 0.8 | -5 | -1 | 0.0
CCOC(=O)C1=C(C)NC2=C(C(=O)c3ccccc32)C1c1cc(Cl)c(OC)c(OCC)c1 (stereo unspecified) | -1.1 | 0 | 5 | -0.1

4 entries drawn at random from those above:
SMILES | GPR151 activ | TEAD-YAP inh | MITF inh | FBW7 activator
C=CCOC(=O)/C(=C\c1ccccc1)NC(=O)c1ccccc1OC | -2.1 | -10 | -6 | 0.0
Oc1oc(-c2ccccc2F)nc1C=Nc1ccccc1I | 0.9 | -16 | -4 | 0.0
CCN(CCCn1c(SCC(=O)Nc2ccc(N(C)C)cc2)nc2ccccc2c1=O)c1ccccc1 | -1.6 | 5 | 2 | 0.0
O=C(CN1C(=O)N/C(=C\c2ccc(Cl)cc2)C1=O)Nc1ccccc1C(F)(F)F | -2.6 | 4 | -1 | -0.1
